Mtb BioA inh: BioA (M. tuberculosis) enzyme inhibition; 0.096% of 360,000 active; inhibition, % at 9.99 µM; purified M. tuberculosis BioA enzyme, plate reader; in the data active means inhibition above about 40%
Numbers without * were called inactive. An excerpt; the hit share may differ from the screen's.

SMILES	Mtb BioA inh
COCC(=O)N(C)C[C@H]1Oc2cc(-c3ccc(C)cc3)ccc2S(=O)(=O)N([C@H](C)CO)C[C@@H]1C	1.3
CCCNC(=O)[C@H]1[C@H](CO)[C@H]2Cn3c(ccc(C4=CCCC4)c3=O)[C@@H]1N2	1.2
Cc1noc(C)c1S(=O)(=O)Nc1ccc2c(c1)CC(=O)N([C@@H](C)CO)C[C@@H](C)[C@H](CN(C)Cc1ccc(Cl)c(Cl)c1)O2	1.4
O=C(NCC[C@H]1CC[C@H](NS(=O)(=O)c2ccc(Oc3ccccc3)cc2)[C@@H](CO)O1)C1CC1	1.2
C[C@H](CO)N1C[C@H](C)[C@H](CN(C)Cc2ccc3c(c2)OCO3)Oc2ccc(NS(=O)(=O)c3ccc(F)cc3)cc2C1=O	7.5
O=C(CCN1CCCCC1)NCC[C@@H]1CC[C@@H](NC(=O)C2CCOCC2)[C@H](CO)O1	-1.5
CN(C)C(=O)c1cc2c(c(-c3cccc(-c4ccc(F)cc4)c3)n1)[C@@H](CCO)N([S@](=O)C(C)(C)C)C2	0.3
CCCN1C[C@H](C)[C@H](OC)CN(C)C(=O)c2cc(NC(=O)c3ccccc3)ccc2OC[C@@H]1C	2.2
C[C@@H]1CN([C@H](C)CO)C(=O)Cc2cc(NC(=O)Nc3cccc4ccccc34)ccc2O[C@@H]1CN(C)S(=O)(=O)c1cccs1	0.4
O=C(c1ccccc1F)N1CC[C@@H]2[C@H](CO)Nc3ccc(Br)cc3[C@@H]21	83*
Cc1ccc(S(=O)(=O)N(C)C[C@@H]2Oc3ccc(NC(=O)Cc4ccccc4)cc3C(=O)N([C@H](C)CO)C[C@H]2C)cc1	-2.5
CCCNC(=O)N(C)C[C@@H]1Oc2ncc(C#CC3CCCCC3)cc2C(=O)N([C@@H](C)CO)C[C@@H]1C	0.4
O=C(C[C@@H]1CC[C@@H](NC(=O)C2CC2)[C@@H](CO)O1)NC1CCC1	-0.3
CC(=O)Nc1ccc2c(c1)C(=O)N(C)[C@H]1CC[C@@H](CC(=O)NCc3ccccc3Cl)O[C@@H]1CO2	1.7
CC(C)(O)C#Cc1ccc([C@H]2[C@H]3CN(C(=O)c4ccc(F)cc4)CCCCN3[C@H]2CO)cc1	2.0
C[C@H]1CCCCO[C@H](CN(C)C(=O)CCCN(C)C)[C@@H](C)CN([C@@H](C)CO)C(=O)c2cc(NC(=O)c3ccncc3)ccc2O1	0.0
C[C@H]1CN([C@@H](C)CO)S(=O)(=O)c2ccc(-c3cncnc3)cc2O[C@H]1CN(C)Cc1cccnc1	0.4
CCNC(=O)C[C@H]1CC[C@@H]2[C@H](COc3ccc(NC(=O)c4ccccc4Cl)cc3C(=O)N2C)O1	0.5
C[C@H](CO)N1C[C@H](C)[C@H](CN(C)Cc2ccccn2)Oc2cc(C3=CCCC3)ccc2S1(=O)=O	-1.9
CN1CCN(C(=O)C[C@@H]2C=C[C@@H](NC(=O)Nc3ccccc3F)[C@H](CO)O2)CC1	-5.7
Cc1cc(C(=O)Nc2ccc3c(c2)C(=O)N(C)[C@@H]2CC[C@@H](CC(=O)NC4CCCC4)O[C@H]2CO3)no1	-0.4
COCc1cn(CC[C@H]2CC[C@H](NC(=O)CCN3CCCCC3)[C@@H](CO)O2)nn1	-1.6
COc1ccccc1CNC(=O)C[C@@H]1CC[C@H](NC(=O)CC2CC2)[C@H](CO)O1	-2.5
COc1ccc(-c2cnc3c(c2)C(=O)N([C@H](C)CO)C[C@@H](C)[C@H](CN(C)C(=O)Cc2ccccc2)O3)cc1	5.7
C[C@@H]1CCCCO[C@H](CN(C)C)[C@H](C)CN([C@@H](C)CO)C(=O)c2cc(NC(=O)Cc3ccccc3)ccc2O1	-2.0
COC(=O)C[C@H]1C[C@@H]2c3cc(N)ccc3O[C@@H]2[C@H](CO)O1	0.1
COCC(=O)N1[C@@H](CO)[C@H](c2ccccc2)[C@@H]1CN(C)C(=O)c1cccnc1	-0.8
Cc1ccc(S(=O)(=O)N2C[C@H](O)COC[C@H]3O[C@H](CC(=O)NCCCN(C)C)CC[C@@H]32)cc1	0.1
N#C[C@H]1[C@@H](c2ccccc2)[C@@H](CO)N1S(=O)(=O)c1ccc(-c2ccccc2)cc1	-1.0
CN(C)C(=O)C[C@@H]1CC[C@@H](NC(=O)NC2CCCCC2)[C@H](CO)O1	-0.4
C[C@H](O)C#Cc1ccc2c(c1)O[C@@H](CN(C)C(=O)C1CCC1)[C@@H](C)CN([C@H](C)CO)S2(=O)=O	0.5
CN1CCN(C(=O)C[C@@H]2CC[C@@H]3[C@H](COC[C@H](O)CN3C(=O)C3CC3)O2)CC1	-1.4
C[C@H]1CN([C@@H](C)CO)C(=O)c2cc(NC(=O)C3CCCCC3)ccc2O[C@H]1CN(C)Cc1ccc(C(=O)Nc2ccccc2N)cc1	-1.1
O=C(C[C@@H]1CC[C@H]2[C@@H](COC[C@@H](O)CN2S(=O)(=O)c2ccccc2)O1)NCc1ccc2c(c1)OCO2	-0.8
C[C@H](CO)N1C[C@H](C)[C@H](CN(C)C(=O)Nc2ccc3c(c2)OCO3)Oc2ccc(NS(C)(=O)=O)cc2C1=O	-2.1
CN(C)CC(=O)N1CC[C@H]2[C@@H]1c1cc(Br)ccc1N(C)[C@H]2CO	9.4
C[C@@H]1CN([C@H](C)CO)C(=O)c2cc(C#CCc3ccccc3)cnc2O[C@H]1CN(C)CC1CCCC1	-0.7
Cc1noc(C)c1NC(=O)Nc1ccc2c(c1)C(=O)N([C@@H](C)CO)C[C@H](C)[C@H](CN(C)C(=O)Nc1ccc(F)cc1)O2	0.5
C[C@H](CO)N1C[C@H](C)[C@H](CN(C)C(=O)Nc2cccc3ccccc23)Oc2ncc(-c3cc4ccccc4o3)cc2C1=O	-0.4
Cc1ccc(-c2cnc3c(c2)C(=O)N([C@@H](C)CO)C[C@@H](C)[C@@H](CN(C)C(=O)c2cccnc2)O3)cc1	1.1

At a glance, part of the list above:
SMILES	Mtb BioA inh
Cc1ccc(S(=O)(=O)N2C[C@H](O)COC[C@H]3O[C@H](CC(=O)NCCCN(C)C)CC[C@@H]32)cc1	0.1
N#C[C@H]1[C@@H](c2ccccc2)[C@@H](CO)N1S(=O)(=O)c1ccc(-c2ccccc2)cc1	-1.0
CN(C)C(=O)C[C@@H]1CC[C@@H](NC(=O)NC2CCCCC2)[C@H](CO)O1	-0.4
C[C@H](O)C#Cc1ccc2c(c1)O[C@@H](CN(C)C(=O)C1CCC1)[C@@H](C)CN([C@H](C)CO)S2(=O)=O	0.5
CN1CCN(C(=O)C[C@@H]2CC[C@@H]3[C@H](COC[C@H](O)CN3C(=O)C3CC3)O2)CC1	-1.4
C[C@H]1CN([C@@H](C)CO)C(=O)c2cc(NC(=O)C3CCCCC3)ccc2O[C@H]1CN(C)Cc1ccc(C(=O)Nc2ccccc2N)cc1	-1.1
O=C(C[C@@H]1CC[C@H]2[C@@H](COC[C@@H](O)CN2S(=O)(=O)c2ccccc2)O1)NCc1ccc2c(c1)OCO2	-0.8
C[C@H](CO)N1C[C@H](C)[C@H](CN(C)C(=O)Nc2ccc3c(c2)OCO3)Oc2ccc(NS(C)(=O)=O)cc2C1=O	-2.1
CN(C)CC(=O)N1CC[C@H]2[C@@H]1c1cc(Br)ccc1N(C)[C@H]2CO	9.4
C[C@@H]1CN([C@H](C)CO)C(=O)c2cc(C#CCc3ccccc3)cnc2O[C@H]1CN(C)CC1CCCC1	-0.7
Cc1noc(C)c1NC(=O)Nc1ccc2c(c1)C(=O)N([C@@H](C)CO)C[C@H](C)[C@H](CN(C)C(=O)Nc1ccc(F)cc1)O2	0.5
C[C@H](CO)N1C[C@H](C)[C@H](CN(C)C(=O)Nc2cccc3ccccc23)Oc2ncc(-c3cc4ccccc4o3)cc2C1=O	-0.4
Cc1ccc(-c2cnc3c(c2)C(=O)N([C@@H](C)CO)C[C@@H](C)[C@@H](CN(C)C(=O)c2cccnc2)O3)cc1	1.1

The list continues:
SMILES	Mtb BioA inh
C[C@H](CO)N1C[C@H](C)[C@@H](CN(C)C(=O)Nc2cccc3ccccc23)OCCCC[C@H](C)Oc2ccc(NC(=O)Nc3cccc4ccccc34)cc2C1=O	-2.9
COc1ccc(NC(=O)Nc2ccc3c(c2)C(=O)N([C@H](C)CO)C[C@@H](C)[C@@H](CN(C)Cc2ccc(Oc4ccccc4)cc2)O3)cc1	-6.5
CO[C@H]1CN(C)C(=O)c2cc(NS(=O)(=O)c3ccc(C)cc3)ccc2OC[C@H](C)NC[C@H]1C	-2.7
Cc1noc(C)c1NC(=O)N[C@@H]1CC[C@H](CCNC(=O)C2CCOCC2)O[C@H]1CO	-1.1
COc1ccccc1CNC(=O)C[C@@H]1CC[C@@H](NC(=O)CN(C)C)[C@H](CO)O1	-0.6
O=C(Cc1cccnc1)N1CCCCN2[C@H](C1)[C@H](c1ccc(C#CC3CCCC3)cc1)[C@@H]2CO	6.3
C[C@@H]1CN([C@@H](C)CO)C(=O)c2cc(NS(=O)(=O)c3ccccc3)ccc2O[C@@H]1CN(C)CC1CCCCC1	0.0
C[C@@H]1CN([C@H](C)CO)C(=O)c2c(c3ccccc3n2C)-c2ccccc2CO[C@@H]1CN(C)S(=O)(=O)c1ccc(C#N)cc1	-0.7
C[C@H](CO)N1C[C@H](C)[C@H](CN(C)C(=O)Nc2ccc3c(c2)OCO3)Oc2ncc(-c3cc4ccccc4o3)cc2C1=O	1.7
C[C@@H]1CN([C@@H](C)CO)C(=O)c2cc(NC(=O)Nc3ccc(C(F)(F)F)cc3)ccc2O[C@@H]1CN(C)C(=O)Nc1ccc2c(c1)OCO2	-1.2
C[C@H]1CN([C@@H](C)CO)S(=O)(=O)c2ccc(-c3ccccc3)cc2O[C@@H]1CN(C)C(=O)c1ccc2c(c1)OCO2	-1.9
CC(=O)N1[C@H](CN(C)C(=O)CN2CCOCC2)[C@@H](c2ccccc2)[C@@H]1CO	-3.9
C[C@@H]1CN([C@H](C)CO)C(=O)c2cc(NS(=O)(=O)c3ccccc3)ccc2O[C@@H](C)CCCCO[C@@H]1CN(C)C(=O)CCCN(C)C	-2.9
C[C@@H]1CN([C@H](C)CO)C(=O)c2cc(NC(=O)Cn3cnnn3)ccc2O[C@@H]1CN(C)Cc1ccccc1	0.2
C[C@@H]1CCCCO[C@@H](CN(C)C)[C@H](C)CN([C@H](C)CO)C(=O)c2cc(NS(=O)(=O)c3cccs3)ccc2O1	-0.5
CCC(=O)N1[C@@H](CO)[C@@H](c2ccccc2)[C@@H]1CN(C(C)C)S(C)(=O)=O	7.0
O=C(C[C@@H]1C[C@@H]2c3cc(NC(=O)CC4CC4)ccc3O[C@@H]2[C@@H](CO)O1)NCc1cc(F)ccc1F	-0.6
C[C@H](CO)N1C[C@H](C)[C@H](CN(C)Cc2ccc(Oc3ccccc3)cc2)Oc2ccc(NS(=O)(=O)c3cn(C)cn3)cc2C1=O	2.8
CO[C@H]1CN(C)C(=O)c2cc(NC(=O)C3CCC3)ccc2OC[C@H](C)NC[C@H]1C	-1.5
C[C@H]1CCCCO[C@H](CN(C)Cc2ccncc2)[C@@H](C)CN([C@@H](C)CO)C(=O)c2cc(NC(=O)Nc3cccc4ccccc34)ccc2O1	18
O=C(NCc1ccc(F)cc1)[C@H]1[C@H](CO)[C@H]2Cn3c(cccc3=O)[C@H]2N1Cc1ccccn1	-0.5
O=C(c1cccc(F)c1)N1CCCCN2[C@H](CO)[C@H](c3ccc(-c4cccnc4)cc3)[C@H]2C1	4.0
COc1ccccc1CNC(=O)C[C@H]1CC[C@@H](NC(=O)CN(C)C)[C@H](CO)O1	-0.4
CCC(=O)N(C)C[C@H]1Oc2cc(C#Cc3ccccn3)ccc2S(=O)(=O)N([C@@H](C)CO)C[C@H]1C	2.2
CO[C@@H]1CN(C)C(=O)c2ccc(NC(=O)C3CC3)cc2OC[C@@H](C)N(C(=O)CN2CCOCC2)C[C@H]1C	3.5
C[C@@H]1CN([C@H](C)CO)C(=O)c2cccc(NS(=O)(=O)c3ccc(Cl)cc3)c2O[C@H]1CN(C)Cc1ccc(C(=O)O)cc1	2.6
CN1c2ccc(-c3ccccc3)cc2[C@H]2[C@H](CCN2C(=O)c2ccccc2F)[C@H]1CO	46*
CN1C(=O)c2cc(NC(=O)c3cccc(Cl)c3)ccc2OC[C@@H]2O[C@H](CC(=O)NC3CCCCC3)CC[C@H]21	0.8
C[C@@H]1CN([C@H](C)CO)C(=O)c2cc(C3=CCCC3)cnc2O[C@H]1CN(C)C	-0.6
O=C(NCC[C@@H]1CC[C@@H](NS(=O)(=O)c2ccc(F)cc2)[C@@H](CO)O1)c1ccc2c(c1)OCO2	-3.8
C[C@@H]1CN([C@H](C)CO)C(=O)c2cccc(NC(=O)Nc3cccc4ccccc34)c2O[C@@H]1CN(C)Cc1ccc(C(=O)O)cc1	-3.0
CCCNC(=O)Nc1ccc2c(c1)C(=O)N(C)C[C@@H](OC)[C@H](C)CN(Cc1cncnc1)[C@H](C)CO2	2.2
COc1ccc(CN(C)C[C@@H]2Oc3ccc(NC(=O)Nc4ccc(C(F)(F)F)cc4)cc3C(=O)N([C@H](C)CO)C[C@@H]2C)cc1	-0.7
COCC(=O)N1CCCCN2[C@H](C1)[C@H](c1ccc(-c3cccc(C)c3)cc1)[C@@H]2CO	-5.1
C[C@H]1CN([C@@H](C)CO)S(=O)(=O)c2ccc(C3=CCCCC3)cc2O[C@@H]1CN(C)C(=O)c1ccccc1	-0.2
O=C(Nc1ccccc1F)N1C[C@H]2[C@@H](c3ccccc31)[C@@H](CO)N2C(=O)Cc1cccnc1	-4.6
C[C@@H]1CN([C@H](C)CO)C(=O)c2cc(NC(=O)Cc3ccccc3)ccc2O[C@@H]1CN(C)S(=O)(=O)c1ccccc1	1.9
CC(C)C#Cc1ccc2c(c1)O[C@H](CN(C)Cc1ccncc1)[C@@H](C)CN([C@H](C)CO)S2(=O)=O	1.4
O=C(C[C@H]1CC[C@@H](NC(=O)C2CCC2)[C@@H](CO)O1)NCC1CC1	0.2
CN(C)CC(=O)Nc1ccc2c(c1)[C@H]1C[C@@H](CC(=O)NCc3ccccc3)O[C@@H](CO)[C@H]1O2	-1.1
C[C@H]1CCCCO[C@H](CN(C)Cc2ccc(C(=O)O)cc2)[C@@H](C)CN([C@@H](C)CO)C(=O)c2cc(NS(C)(=O)=O)ccc2O1	-1.0
O=C(C[C@H]1C=C[C@H](NC(=O)Nc2ccc(F)cc2)[C@@H](CO)O1)NCc1ccccn1	6.2
O=C(C[C@@H]1CC[C@@H](NC(=O)C2CCOCC2)[C@@H](CO)O1)NCC1CCCCC1	-1.2

High-throughput results (PubChem BioAssay)
